Screening data from PubChem.
TrxR1 inh: inhibitors of rat thioredoxin reductase 1; hit rate 1% among 390,000; recombinant rTrxR1, NADPH fluorescence consumption, selenite substrate; Potency, µM (series often up to 114 µM), for the others: at the highest dose activity change, negative = inhibition, hits mostly inhibitors; AID 588453; also: potency is read from the fitted curve at half-maximal effect; % is scaled to controls: 0 for no effect and ±100 for the full control effect; nearly all actives have a fitted effect of over 65% in size
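Rat TrxR1 (90 nM in the dispensed reagent) was pre-reduced with 400 uM NADPH for 5 min at room temperature, then incubated with compound for 15 min. After 400 uM selenite was added, NADPH fluorescence (Ex 340/Em 450 nm) was followed for 8 min.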
TrxR1 substrate: is turned over as a substrate by rat TrxR1; O89049; hit rate 0.01% among 390,000; purified TrxR1 substrate turnover, NADPH consumption readout; Potency, µM (highest dose often 114 µM), for the others: at the highest dose activity change, negative = substrate turnover; also: potency is read from the fitted curve at half-maximal effect; % is scaled to controls: 0 for no effect and ±100 for the full control effect; nearly all actives have a fitted effect of over 50% in size
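Rat TrxR1, dispensed at 90 nM, was prereduced with 400 uM NADPH (final) for 5 min at ~22 deg C, then incubated with compound 15 min before 400 uM selenite. A first-read NADPH fluorescence drop versus no-compound background flagged substrates.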
Vif-APOBEC3G blk: Vif-A3G binding inhibition; Q9HC16; HeLa A3G-eYFP + Vif (tagged APOBEC3G with the HIV-1 protein that degrades it), YFP fluorescence, overnight; Potency, µM (titrated, usually from 46.1 µM), inactives show at the top dose activity, negative = active, usual class: inhibitors; hit rate 0.076% among 410,000;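 also: potency is read from the fitted curve at half-maximal effect; % is scaled to controls: 0 for no effect and ±100 for the full control effect; nearly all actives have a fitted effect of over 60% in size; hits raise eYFP signal because A3G escapes Vif-driven loss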
Target sequence (Q9HC16 whole entry, looked up): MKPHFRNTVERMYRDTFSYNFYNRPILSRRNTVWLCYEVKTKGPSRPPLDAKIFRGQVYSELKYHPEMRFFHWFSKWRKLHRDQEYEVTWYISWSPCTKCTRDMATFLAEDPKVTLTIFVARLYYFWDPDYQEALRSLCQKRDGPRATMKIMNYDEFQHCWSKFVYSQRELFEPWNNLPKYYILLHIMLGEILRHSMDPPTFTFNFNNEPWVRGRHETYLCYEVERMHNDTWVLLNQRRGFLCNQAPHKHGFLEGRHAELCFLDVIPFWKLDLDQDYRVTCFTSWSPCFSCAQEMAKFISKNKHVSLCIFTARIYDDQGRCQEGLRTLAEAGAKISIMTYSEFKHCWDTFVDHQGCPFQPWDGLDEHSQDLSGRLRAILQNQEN
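Read-out is eYFP fluorescence (Ex 488/Em 500-530) from Vif-expressing HeLa A3G-eYFP cells; more signal means A3G escaped Vif-mediated degradation. Cells plated overnight, compound pinned in, incubated overnight at 37 deg C.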
USP1-UAF1 inh: inhibitors of human USP1/UAF1 deubiquitinase; O94782; recombinant USP1/UAF1, Ub-Rhodamine cleavage fluorescence; Potency, µM (highest dose often 57.1 µM), for inactives: top-dose activity change, negative = inhibition, usual class: inhibitors; hit rate 0.23% among 390,000; also: potency is read from the fitted curve at half-maximal effect; % is scaled to controls: 0 for no effect and ±100 for the full control effect; nearly all actives have a fitted effect of over 60% in size; inactives centre near -12
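In this screen, compounds sit with the deubiquitinase complex (1nM) for 15 min at room temperature before Ub-Rho is added at 150nM final. Fluorescence rise is then followed for 6 reads every 60 seconds.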
Glioma ERSR ind: inducers of ER stress response in human glioma cells; hit rate 0.02% among 420,000; Potency, µM, for the others: at the highest dose activation, most hits filed as activators; U87-MG GRP78 promoter luciferase reporter, 16 h; AID 602332; also: potency is read from the fitted curve at half-maximal effect; series mostly up to about 76 µM; % of control where 0% means no effect; nearly all actives have a fitted effect of over 35% in size
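Stably transfected U87-MG human glioma cells carrying a GRP78-based luminescent sensor were seeded at 1000 cells/well, pin-dosed with compounds and incubated 16 h. Luciferase reagent was then added, and end-point luminescence was read after 10 min at room temperature.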
Vif-A3F inh: inhibitors of Vif-A3F interaction. HeLa A3F-eYFP + Vif (tagged APOBEC3F with the HIV-1 protein that degrades it), YFP fluorescence increase. Potency, µM (doses to about 46.1 µM), inactives show top-dose activity, negative = active. hit rate 0.2% among 390,000. AID 602313; also: potency is read from the fitted curve at half-maximal effect; % of control where 0% means no effect; nearly all actives have a fitted effect of over 65% in size
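Fluorescence increase (Ex 488/Em 500-530) after overnight compound treatment at 37 deg C flags inhibition of Vif-driven A3F-eYFP loss in stable HeLa A3F-eYFP/Vif cells seeded overnight beforehand.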
RGS4 inhibitor: inhibitors of human regulator of G protein signaling 4; Transcreener GDP fluorescence polarization, RGS4-accelerated GTP hydrolysis; Potency, µM (top dose mostly 114 µM), for inactives: at the highest dose activity change, negative = inhibition, most hits filed as inhibitors; hit rate 0.039% among 390,000; also: potency is read from the fitted curve at half-maximal effect; % is scaled to controls: 0 for no effect and ±100 for the full control effect; nearly all actives have a fitted effect of over 75% in size; some results filed as inactive show a strong effect at the top dose
Target sequence (P49798 whole entry, looked up): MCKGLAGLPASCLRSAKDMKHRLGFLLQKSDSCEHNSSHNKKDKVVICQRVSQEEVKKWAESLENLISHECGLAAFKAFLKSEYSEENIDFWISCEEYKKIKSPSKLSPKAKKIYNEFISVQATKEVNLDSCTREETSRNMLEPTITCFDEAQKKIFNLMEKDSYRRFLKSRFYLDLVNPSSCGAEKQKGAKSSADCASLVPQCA
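MLSMR compounds (23 nl, pin-transferred) preincubated 10 min at room temperature with a 500nM (2x) first reagent, then RGS4 at 900nM (2x) plus Transcreener GDP mix added; fluorescence polarization (620/688 nm) read before and after 90 min at 30 °C.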
LDHA inh: inhibitors of human lactate dehydrogenase A; AID 1347041; activity change, % (values are at about 110 or 230 µM); P00338; purified LDHA, NADH/diaphorase-resazurin fluorescence; hits give low values; hit rate 0.15% among 480,000; in the data active = activity change below about -30%; inconclusive = mostly about -25% to -30%;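 also: plate controls were DMSO wells for no effect and wells without enzyme for full effect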
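Resorufin fluorescence (ex540/em590), read at 0 and 20 min after diaphorase/resazurin addition, reports the NADH left after a 5 min room-temperature reaction of 2 nM human LDH5 with 0.06 mM NADH and 0.2 mM pyruvate.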
IDH1 R132H inh: blocks human mutant IDH1 R132H enzyme; IDH1-R132H enzyme, NADPH consumption, diaphorase/resazurin fluorescence; Potency, µM (top dose mostly 76.6 µM), without a hit: at the top dose activity change, negative = inhibition, usual class: inhibitors; hit rate 0.093% among 390,000; O75874; also: potency is read from the fitted curve at half-maximal effect; % is scaled to controls: 0 for no effect and ±100 for the full control effect; nearly all actives have a fitted effect of over 65% in size
Target sequence (O75874 whole entry R132H, stated change not applied): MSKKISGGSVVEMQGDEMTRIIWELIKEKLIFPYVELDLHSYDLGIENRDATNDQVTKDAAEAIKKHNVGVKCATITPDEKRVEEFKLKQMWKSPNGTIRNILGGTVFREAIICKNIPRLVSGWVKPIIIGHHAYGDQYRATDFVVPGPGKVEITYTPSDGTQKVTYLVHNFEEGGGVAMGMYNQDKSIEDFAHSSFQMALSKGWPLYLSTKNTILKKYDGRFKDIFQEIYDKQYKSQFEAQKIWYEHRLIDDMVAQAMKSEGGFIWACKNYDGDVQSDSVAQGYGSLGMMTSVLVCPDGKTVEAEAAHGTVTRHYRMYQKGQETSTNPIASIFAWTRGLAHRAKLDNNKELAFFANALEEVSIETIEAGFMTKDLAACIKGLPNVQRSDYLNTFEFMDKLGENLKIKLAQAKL
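IDH1-R132H (0.5 ug/mL dispensed) in pH 7.5 Tris buffer was preincubated 30 min with compound, then given a substrate mix of 0.016 mM NADPH and 2 mM alpha-KG for 80 min at room temperature; remaining NADPH was read by diaphorase/resazurin fluorescence.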
The depositor's hits bear a star; ? = inconclusive; · = not tested or not shown; [ ] = dose if it differs, or a comment. Unless noted, calls follow the shape of the dose curve; as a rule, active = well fitted curve in the direction sought with a large enough effect; inconclusive = small, poorly fitted or top-dose-only effect, or another doubt; inactive = no such curve, though single readings can be large; an effect the other way counts as inactive or inconclusive.

SMILES | TrxR1 inh | TrxR1 substrate | Vif-APOBEC3G blk | USP1-UAF1 inh | Glioma ERSR ind | Vif-A3F inh | RGS4 inhibitor | LDHA inh | IDH1 R132H inh
CCOc1ccc(-c2cnc(N)n2C)cc1 | 11% | 7% | 0% | -18% | 1% | -14% | 3% | 1 | 1%
O=C(O)c1cn(Cc2ccccc2Cl)c2ccc(S(=O)(=O)N3CCOCC3)cc2c1=O | -1%[57.1 µM] | -1%[57.1 µM] | -2% | -18% | -3% | -1% | 0% | 2 | -6%
CC(C)(C)c1nnc2sc(SCC(=O)NCc3ccco3)nn2c1=O | -5% | -3% | -1% | -10% | -6% | 2% | -29% | -5 | 7%
CCOc1ccc(CNCCc2ccc(S(N)(=O)=O)cc2)cc1 | -3%[57.1 µM] | -4%[57.1 µM] | -1% | -15% | -4% | 5% | 14% | -6 | -14%
CCN(c1ccccc1)S(=O)(=O)c1csc(C(N)=O)c1 | 12% | 5% | -1% | -16% | 8% | -1% | -51%[56.9 µM] | -4 | -9%
CCOC(=O)c1ccc(NC(=O)c2ccc(CO)c(C(=O)NC3CCN(C(=O)OCC)CC3)c2)cc1 | 16% | 4% | -1% | -15% | -5% | 6% | -57%[56.9 µM] | -2 | 7%
O=C(NCc1ccc(OC(F)(F)F)cc1)C1CC(c2cccc(F)c2)=NO1 (stereo not given) | 10%[57.1 µM] | -9% | 1% | -25% | -2% | 5% | -15% | 0 | 6%
Cc1cc(C)c2c(c1)-c1c(ssc1=S)C(C)(C)N2C(=O)CSc1nncn1C | -18% | -9% | -19% | -12% | -11% | -16% | -37% | -2 | 3%
O=C(NC1CC1)C1CCN(S(=O)(=O)c2cc([N+](=O)[O-])ccc2Cl)CC1 | -16% | -3% | -1% | -18% | -4% | 3% | -38% | 5 | -1%
COc1cccc(NC(=O)CCCNC(=O)Cn2cnc3sc(C)c(C)c3c2=O)c1 | 10% | 0% | -4% | 8% | 0% | -13% | 27% | -8 | 5%
Cc1ccc(C)c(-c2ccc(=O)n(Cc3cccc(Br)c3)n2)c1 | -14%[57.1 µM] | -4%[57.1 µM] | 2% | -17% | -4% | -2% | 13% | 2 | 3%
Cc1cccc(C)c1N1C(=O)CC(N(O)c2ccccc2)C1=O (stereo not given) | ? | -1% | 2% | 3% | -7% | -3% | 19%[56.9 µM] | -3 | 21%
COc1ccc(CNS(=O)(=O)c2ccc(-n3cnnn3)c(OC)c2)cc1 | 11%[57.1 µM] | 6%[57.1 µM] | 0% | -16% | -7% | 1% | 3% | 0 | 8%
CCOc1ccc(NC(=O)Nc2cc(C)ccc2OC)cc1 | 11% | 7% | -9% | -14% | 7% | -4% | 0% | -5 | -2%
NC(=O)C1CCN(C(=O)C2c3ccccc3C(=O)N3CCc4ccccc4C23)CC1 (stereo not given) | -1% | 3% | 0% | -23% | -4% | -8% | 12% | 3 | -1%
Cc1ccc(C(=O)c2cc3ccccc3o2)cc1[N+](=O)[O-] | 18%[57.1 µM] | 3%[57.1 µM] | 1% | -18% | 3% | -3% | -8% | -2 | 8%
O=C(c1ccco1)N(CC1CCCO1)c1nc(-c2ccccc2)cs1 (stereo not given) | 16%[57.1 µM] | 3% | -3% | ? | 6% | -3% | 26% | -7 | 0%
CCN1CCCC1CNC(=O)CCNC(=O)c1cc(OC)c(OC)c(OC)c1 (stereo not given) | 23% | 12% | 0% | -20% | -3% | -1% | -7% | 0 | 0%
O=c1nc(/C=C/c2ccc(O)c(O)c2)oc2ccccc12 | -7% | -11% | 1% | -17% | ? | 6% | -6% | 16 | 9%
CCOC(=O)C1(c2csc(N)n2)COC(=O)C1 (stereo not given) | 30% | 6% | 4% | -13% | 0% | -11% | -14% | -4 | 0%
COc1cc2c(cc1OC)C(=O)CCC2 | -9% | 26% | -6% | -8% | -5% | -22% | 6% | -1 | 1%
Cc1cc(C)c2nc(N3CCCC(C(=O)NCCCN4CCOCC4)C3)sc2c1 (stereo not given) | 5%[57.1 µM] | 0%[57.1 µM] | -5% | -8% | -2% | -8% | -2% | 3 | 7%
Cc1ccc(-n2nc(C(=O)N/N=C/c3cccc(C(F)(F)F)c3)c3ccccc3c2=O)cc1C | 33%[57.1 µM] | 14% | 0% | -9% | -3% | -10% | ? | 1 | 8%
CCCc1nc2ccc(NC(=O)c3cccs3)cc2c(=O)n1Cc1ccc(Cl)cc1 | 27% | 1% | 0% | -10% | -2% | 0% | 16% | -3 | 1%
O=C(COC(=O)c1ccc(Cl)c(S(=O)(=O)N2CCc3ccccc3C2)c1)Nc1ncc(Cl)cc1Cl | -7% | -6% | 1% | -17% | 4% | -9% | 12% | -9 | 5%
CCOc1ccc(-n2cc(-c3ccccc3)c3c(Nc4cccc(F)c4)ncnc32)cc1 | 21%[57.1 µM] | 8%[57.1 µM] | -5% | -11% | -1% | 0% | 6% | -4 | -7%
O=C(c1ccc(F)cc1)N1CCN(c2cc(N3CCCCC3)c(F)cc2[N+](=O)[O-])CC1 | 2% | -14% | -3% | -8% | -3% | -4% | 37% | 6 | -2%
CC(O)(c1ccc(Cl)cc1)C(c1ccccc1)c1ccccn1 (stereo not given) | 8%[11.4 µM] | 8%[11.4 µM] | -8% | -18% | -1% | 4% | 17% | 2 | 3%
Nc1ncnc2nc(SCC(=O)Nc3ccccc3F)[nH]c12 | 2%[57.1 µM] | 5%[57.1 µM] | -5% | -19% | 2% | 2% | -6% | -2 | -7%
O=C(NCc1nc2ccccc2[nH]1)c1cccc(Cl)c1 | 2% | 1% | -4% | -5% | -2% | 1% | -12% | -9 | -1%
COc1cccc2cc(-c3nc(-c4ccccc4F)no3)c(=O)oc12 | 4% | -3% | -2% | 5% | -3% | 7% | -11% | 3 | 10%
O=C(Cc1ccccc1)Nc1nnc(-c2cccc([N+](=O)[O-])c2)s1 | 36% | 15% | 3% | -9% | -3% | 2% | 4% | -2 | 7%
CCc1nc(Nc2cccc(O)c2)c2oc3ccccc3c2n1 | 12% | 4% | -15% | -26% | -5% | 2% | -6% | 4 | 19%
Cc1nn(-c2ccccc2)c(C)c1C(=O)OC(C)C(=O)NC1CCCCC1 (stereo not given) | 9%[57.1 µM] | -7%[57.1 µM] | -6% | -27% | -2% | 1% | -5% | 3 | 6%
O=C(/C=C/c1cccs1)NC(=S)NNC(=O)c1ccccc1O | -12%[57.1 µM] | -2%[57.1 µM] | 0% | -16% | -4% | 11% | -15% | -10 | -3%
Cc1nnsc1C(=O)NNc1ccc(C(C)(C)C)cc1 | 2% | -1% | 7% | -18% | -3% | -16% | -36% | -1 | -9%
CC(Oc1ccc(F)cc1)C(=O)N(CCC1=CCCCC1)c1c(N)n(Cc2ccccc2)c(=O)[nH]c1=O (stereo not given) | -10% | -5% | -11% | -19% | -1% | 9% | 16% | -10 | -1%
Cn1ncc2cc(NC(N)=S)ccc21 | 3% | 7% | 3% | -19% | 1% | 6% | -19% | -3 | -1%
C[C@H](CO)N1C[C@H](C)[C@@H](CN(C)C(=O)NC2CCCCC2)OCc2cnnn2CCCC1=O | · | · | 0% | -15% | -6% | -4% | · | -2 | 9%
CC(OC(=O)c1ccncc1)C(=O)Nc1cccc(Cl)c1 (stereo not given) | 0% | 8% | 0% | -12% | 0% | 3% | -1% | -2 | 2%
O=C(NC(=S)Nc1ccccc1N1CCN(C(=O)c2ccccc2)CC1)c1ccccc1F | -1% | -3% | -1% | -13% | -3% | 3% | -17% | -4 | 5%
Cn1c(=O)c(=O)n(C)c2cc(S(=O)(=O)N3CCOCC3)ccc21 | -2% | 5% | 0% | 0% | 0% | -10% | -18% | -6 | 9%
Cn1c(O)c(C2=c3ccccc3=NC2=O)sc1=Nc1ccc(Cl)cc1 | -5% | 3%[57.1 µM] | 1% | -20% | 8% | 2% | -22% | -1 | 1%
Cc1cc(Cl)ccc1OCCCC(=O)NCCc1nnc2ccccn12 | 23% | 7% | 3% | -25% | -4% | -2% | 3% | 0 | 0%
Cc1cccc(CN2CCN(Cc3ccc(-n4cccn4)cc3)CC2CCO)n1 (stereo not given) | 2% | -2% | 1% | 0% | -3% | -1% | 28% | 2 | 2%

4 compounds already listed, ordered by heavy-atom count, ascending.
SMILES | TrxR1 inh | TrxR1 substrate | Vif-APOBEC3G blk | USP1-UAF1 inh | Glioma ERSR ind | Vif-A3F inh | RGS4 inhibitor | LDHA inh | IDH1 R132H inh
CC(OC(=O)c1ccncc1)C(=O)Nc1cccc(Cl)c1 (stereo not given) | 0% | 8% | 0% | -12% | 0% | 3% | -1% | -2 | 2%
Cn1c(=O)c(=O)n(C)c2cc(S(=O)(=O)N3CCOCC3)ccc21 | -2% | 5% | 0% | 0% | 0% | -10% | -18% | -6 | 9%
Cn1c(O)c(C2=c3ccccc3=NC2=O)sc1=Nc1ccc(Cl)cc1 | -5% | 3%[57.1 µM] | 1% | -20% | 8% | 2% | -22% | -1 | 1%
Cc1cccc(CN2CCN(Cc3ccc(-n4cccn4)cc3)CC2CCO)n1 (stereo not given) | 2% | -2% | 1% | 0% | -3% | -1% | 28% | 2 | 2%

Some of the compounds tested. The share of hits here may be higher or lower than overall.
